ERG-DNA inh: blocks human ERG Ets domain binding to DNA | P11308 | fluorescence polarization, His-ERG Ets domain / labelled DNA | Potency, µM (highest dose often 76.9 µM), without a hit: top-dose FP activity, negative = inhibition, most hits filed as inhibitors | hit rate 0.028% among 370,000; active = well fitted inhibition curve with a large enough effect in the polarisation, with a control signal flat; inconclusive = small, poorly fitted or top-dose-only effect, or effect the other way, or a change in a side signal; inactive = no such curve, though single readings can be large or run the other way; the % refers to the polarisation;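 also: polarization taken with two DNA probes labelled with fluorescein and Texas red; potency is read from the fitted curve at half-maximal effect; % of control where 0% means no effect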
Target sequence (P11308 whole entry, looked up, the tested form may be a part): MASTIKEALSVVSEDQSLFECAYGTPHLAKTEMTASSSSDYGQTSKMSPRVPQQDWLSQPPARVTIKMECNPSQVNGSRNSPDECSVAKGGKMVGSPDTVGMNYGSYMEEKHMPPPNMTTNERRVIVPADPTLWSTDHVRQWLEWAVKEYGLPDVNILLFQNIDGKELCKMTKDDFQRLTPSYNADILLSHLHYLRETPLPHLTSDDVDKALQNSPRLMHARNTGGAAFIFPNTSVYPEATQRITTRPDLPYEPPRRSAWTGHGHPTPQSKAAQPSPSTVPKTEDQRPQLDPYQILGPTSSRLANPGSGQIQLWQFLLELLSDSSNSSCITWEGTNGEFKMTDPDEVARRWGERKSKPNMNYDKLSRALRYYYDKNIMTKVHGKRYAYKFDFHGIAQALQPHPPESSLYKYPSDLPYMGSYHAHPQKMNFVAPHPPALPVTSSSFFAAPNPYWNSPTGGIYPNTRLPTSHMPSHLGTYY
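His-tagged ERG Ets domain (1 uM in the protein solution; 300mM KCl, 50mM Tris-HCl, 1mM EDTA, 1mM DTT, pH 7.5) received compound, then a probe mix of 5 nM fluorescein-DNA and 100nM Texas-615-DNA. Fluorescence polarization was read for both dyes.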
APE1 inh: APE1 (human) endonuclease inhibition. P27695. recombinant APE1, TAMRA/BHQ-2 abasic DNA cleavage fluorescence. Potency, µM (series often up to 65.8 µM), without a hit: at the highest dose activity change, negative = inhibition, actives largely listed as inhibitors. hit rate 0.35% among 350,000. AID 2517;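 also: potency is read from the fitted curve at half-maximal effect; plate controls were vehicle for no effect and reference inhibitor for full effect; nearly all actives have a fitted effect of over 55% in size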
Target sequence (P27695 whole entry, looked up): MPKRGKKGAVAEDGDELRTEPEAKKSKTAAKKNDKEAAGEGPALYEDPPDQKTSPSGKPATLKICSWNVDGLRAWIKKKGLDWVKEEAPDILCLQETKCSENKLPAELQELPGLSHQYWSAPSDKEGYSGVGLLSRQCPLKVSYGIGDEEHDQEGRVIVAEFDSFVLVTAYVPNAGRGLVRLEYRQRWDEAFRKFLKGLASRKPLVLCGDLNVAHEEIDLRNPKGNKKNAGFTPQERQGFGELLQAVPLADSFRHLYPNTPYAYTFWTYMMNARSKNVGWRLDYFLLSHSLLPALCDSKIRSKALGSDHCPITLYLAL
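Step 1: APE1 (0.75 nM) with compound, 15 min RT. Step 2: add 50 nM fluorophore/quencher THF duplex. Step 3: three fluorescence reads 60 s apart (525/598 nm); read 3 minus read 1 = reaction progress.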
POLH inh: DNA polymerase eta (human) inhibition. hit rate 1.2% among 390,000. Potency, µM (highest dose often 114 µM), without a hit: top-dose activity change, negative = inhibition, hits mostly inhibitors. Q9Y253. recombinant Pol eta, fluorescent DNA replication assay; also: potency is read from the fitted curve at half-maximal effect; % is scaled to controls: 0 for no effect and ±100 for the full control effect
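Pol eta at 10 nM preincubated with compounds 15 min at room temperature; reaction started with fluorescent substrate (50 nM final) and read kinetically at 0 and 10 min.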
Apoferritin bind: binds horse apoferritin like a general anesthetic | P02791 | apoferritin/1-aminoanthracene competitive binding, fluorescence | Potency, µM (series often up to 77.5 µM), without a hit: at the highest dose activity change, negative = displacement, most hits filed as inhibitors | hit rate 0.074% among 350,000; also: potency is read from the fitted curve at half-maximal effect; % is scaled to controls: 0 for no effect and ±100 for the full control effect; nearly all actives have a fitted effect of over 20% in size
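Horse-spleen apoferritin (10 uM) in 50% saturated 1-aminoanthracene in PBS was incubated 10 min at room temperature with compound. Fluorescence (ex 380, em 535 nm) was normalized to free and bound 1-AMA, with concentration-response fitted by a four-parameter Hill equation.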
LDHA inh: inhibitors of human lactate dehydrogenase A; P00338; hit rate 0.15% among 480,000; purified LDHA, NADH/diaphorase-resazurin fluorescence; stronger effect = lower value; activity change, % (values are at about 110 or 230 µM); in the data active = activity change below about -30%; inconclusive = mostly about -25% to -30%;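 also: plate controls were DMSO wells for no effect and wells without enzyme for full effect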
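Enzyme activity of human lactate dehydrogenase 5 (2 nM; 0.06 mM NADH, 0.2 mM pyruvate, 5 min, RT) is measured via a resazurin/diaphorase fluorescence readout of residual NADH.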
12-LOX inh: blocks human arachidonate 12S-lipoxygenase | purified 12hLO, xylenol orange hydroperoxide absorbance | Potency, µM (top dose mostly 108 µM), for the others: at the highest dose activity change, negative = inhibition, usual class: inhibitors | AID 1671190 | hit rate 1.1% among 580,000; also: potency is read from the fitted curve at half-maximal effect; % is scaled to controls: 0 for no effect and ±100 for the full control effect
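Purified human 12hLO (150 nM final) in 25 mM Hepes, 0.01% Triton X-100, pH 7.0 was preincubated 15 min at room temperature with compound. Then 40 uM arachidonic acid was added, 30 min. Hydroperoxide was read by Fe-XO absorbance ratio 573/405 nm.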
Pol kappa inh: DNA polymerase kappa (human) inhibition. Q9UBT6. purified Pol kappa, fluorescent DNA synthesis assay, 10 min. Potency, µM (doses to about 107 µM), inactives show at the highest dose activity, negative = inhibition, hits mostly inhibitors. hit rate 0.53% among 400,000. AID 588579; also: potency is read from the fitted curve at half-maximal effect; % is scaled to controls: 0 for no effect and ±100 for the full control effect
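Activity was followed as the change in fluorescence between reads at 0 and 10 min after starting the reaction with 50 nM substrate. Beforehand, 10 nM polymerase had been preincubated with compound for 15 min at room temperature.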
RGS4 inh: inhibitors of human regulator of G protein signaling 4. P49798. Transcreener GDP fluorescence polarization, RGS4-accelerated GTP hydrolysis. Potency, µM (series often up to 114 µM), without a hit: top-dose activity change, negative = inhibition, hits mostly inhibitors. hit rate 0.039% among 390,000; also: potency is read from the fitted curve at half-maximal effect; % is scaled to controls: 0 for no effect and ±100 for the full control effect; nearly all actives have a fitted effect of over 75% in size; some results filed as inactive show a strong effect at the top dose
Target sequence (P49798 whole entry, looked up): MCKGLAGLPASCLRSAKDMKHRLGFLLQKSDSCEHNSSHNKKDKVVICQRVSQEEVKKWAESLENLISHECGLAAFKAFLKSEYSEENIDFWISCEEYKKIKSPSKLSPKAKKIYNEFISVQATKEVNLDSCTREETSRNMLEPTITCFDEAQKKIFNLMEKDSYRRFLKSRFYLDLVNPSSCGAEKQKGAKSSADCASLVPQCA
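MLSMR compounds (23 nl, pin-transferred) preincubated 10 min at room temperature with a 500nM (2x) first reagent, then RGS4 at 900nM (2x) plus Transcreener GDP mix added; fluorescence polarization (620/688 nm) read before and after 90 min at 30 °C.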
Pol beta inh: blocks human DNA polymerase beta activity | P06746 | AID 485314 | Potency, µM (titrated, usually from 114 µM), without a hit: at the highest dose activity change, negative = inhibition, most hits filed as inhibitors | Pol beta primer extension/strand displacement, fluorescence kinetic | hit rate 1.3% among 340,000; also: potency is read from the fitted curve at half-maximal effect; % is scaled to controls: 0 for no effect and ±100 for the full control effect
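Kinetic readout of DNA synthesis with strand displacement by Pol beta. Compound and 10 nM enzyme sit 15 min at room temperature; 50 nM substrate starts the reaction, read immediately and at 10 min.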
* hit, by the source's call; u = inconclusive; x = no result given; & = joins results of further samples; [ ] = another dose, or the depositor's remark. Unless noted, calls follow the shape of the dose curve; as a rule, active = well fitted curve in the direction sought with a large enough effect; inconclusive = small, poorly fitted or top-dose-only effect, or another doubt; inactive = no such curve, though single readings can be large; an effect the other way counts as inactive or inconclusive.

SMILES	ERG-DNA inh	APE1 inh	POLH inh	Apoferritin bind	LDHA inh	12-LOX inh	Pol kappa inh	RGS4 inh	Pol beta inh
O=C(CCn1ccnc1)Nc1nc2ccccc2[nH]1	-3%	-3%	-14%	1%	-6	2%	-4%	0%	18%
O=C(N[C@H]1C/C=C\C[C@@H](CC(=O)N(CCO)Cc2ccccc2)C(=O)N2CCC[C@H]2COC1=O)OCC1c2ccccc2-c2ccccc21	0%	-10%	-7%	x	-4	-7%	-13%	-1%	x
O=C(CNC(=O)c1ccco1)OCC(=O)c1ccccc1	-8%	-3%	-20%	u	-8	2%	-13%	-52%	19%
CC(C)Cc1ccc(C(=O)NCCOc2ccccc2)o1	10%	-2%[12.4 µM]	-4%	u	0	-16%	-15%	-1%	18%
COc1cccc(C(C(=O)NC2CCCC2)N(C(=O)c2ccco2)c2cccc(C(C)=O)c2)c1OC (centres undefined)	-2%	-4%	4%	2%	-3	-1%	-5%	-11%	29%
COc1cc(N)c(Cl)cc1C(=O)OCC(=O)N1CCc2ccccc21	0%	16%	-6%	x	-5	5%	0%	21%	x
CCCCCNC(=O)c1ccc(NS(=O)(=O)c2ccc3[nH]c(=O)[nH]c3c2)cc1	2%	-3%	-15%	-18%	-9	0%	-12%	9%	0%
CCC(c1nnnn1C1CCCC1)N1CCN(c2ccccc2)CC1 (centres undefined)	5%	u	5%	1%	-2	u	-6%	-15%	-21%
COc1ccc(CCNC(=O)c2ccc3nc(CCc4ccccc4)oc3c2)cc1OC	-2%	x	2%	16%	0	-16%	-12%[60.1 µM]	16%	4%
CCOC(=O)c1c(NC(=O)CSc2c[nH]c3ccccc23)sc2c1CCC2	-4%	-6%	-25%	-2%	-3	-15%	-23%	-33%	1%
Cc1ccc(NC(=S)N/N=C/c2ccc(Cl)c([N+](=O)[O-])c2)cc1	1%	1%	u	u	-2	7%	1%	-46%	0%
CCOc1c(Cl)cc(CNc2ccc(N3CCCC3)cc2)cc1OC	7%	-3%	7%	-14%	18	37%	-9%	u	-7%

Some of these compounds in order of number of heavy atoms, low to high.
SMILES	ERG-DNA inh	APE1 inh	POLH inh	Apoferritin bind	LDHA inh	12-LOX inh	Pol kappa inh	RGS4 inh	Pol beta inh
O=C(CNC(=O)c1ccco1)OCC(=O)c1ccccc1	-8%	-3%	-20%	u	-8	2%	-13%	-52%	19%
CCC(c1nnnn1C1CCCC1)N1CCN(c2ccccc2)CC1 (centres undefined)	5%	u	5%	1%	-2	u	-6%	-15%	-21%
COc1ccc(CCNC(=O)c2ccc3nc(CCc4ccccc4)oc3c2)cc1OC	-2%	x	2%	16%	0	-16%	-12%[60.1 µM]	16%	4%

The results go on:
SMILES	ERG-DNA inh	APE1 inh	POLH inh	Apoferritin bind	LDHA inh	12-LOX inh	Pol kappa inh	RGS4 inh	Pol beta inh
Cc1cc([N+](=O)[O-])ccc1NC(=O)c1sc2ncn(CC(=O)N3CCOCC3)c(=O)c2c1C	8%	-8%	6%	-5%	-3	-3%	-7%	-14%	21%
C[C@@]12CC(=O)NC1N(C(=O)c1cccc(C(F)(F)F)c1)C(c1ccccc1OC(=O)c1cccc(C(F)(F)F)c1)C2 (some centres undefined)	-2%	11%	-28%	u	5	1%	-13%	-22%	2%
COc1cccc(C(=O)C2CCCN(Cc3cn[nH]c3C3CCCCC3)C2)c1 (centres undefined)	3%	-5%	-23%	-2%	-17	-5%	-6%	16%	8%
O=C(Cc1ccc([N+](=O)[O-])cc1)Nc1nccs1	15%	2%	-9%	-8%	-1	-9%	7%	-1%	13%
CC1(C)N=C(N)N=C(N)N1c1ccccc1	-10%	4%	-7%	-7%	-3	-20%	-1%	u	1%
CC(=O)N1N=C(c2ccc(NS(C)(=O)=O)cc2)CC1c1ccc2nccnc2c1 (centres undefined)	-4%	7%	1%	-6%	2&-2	u	9%	1%	5%
O=C(C(O)c1ccccc1)N1N=C(c2ccccc2)CC1(O)C(F)(F)F (centres undefined)	-2%	13%	-8%	-10%	-8	0%	-4%	-23%[56.9 µM]	28%
COc1cc2c(cc1OC)CN(C(=O)CCc1c[nH]c3ccccc13)[C@H](C(=O)O)C2	1%	0%	-19%	1%	0	0%	-10%	-15%	11%
O=C(CCCc1ccccc1)Nc1ccccc1[N+](=O)[O-]	-1%	22%	-12%	u	-4	-17%	-16%	u	13%
CC(=O)NCCc1nc2ccccc2n1CCc1ccccc1	10%	-11%	-10%	0%	4	-3%	-8%	12%	u
Cc1c(C#N)c(N=CN(C)C)c(C(=O)c2ccc(Br)cc2)n1-c1ccc(Cl)cc1	7%	0%	-3%	u	-5	-1%	-8%	25%	4%
O=C1c2ccccc2C(=O)N1CCCc1nc(-c2cccnc2)no1	-13%	2%	3%	0%	-2	6%	-5%	-13%	2%
O=c1[nH]c(Nc2ccccn2)cc2ccccc12	0%	x	u	x	14	u	-5%	10%	x
CC1CCCN(C(=O)COC(=O)c2ccc3[nH]c4c(c3c2)CCCC4)C1 (centres undefined)	-7%	-1%	-9%	x	-2	1%	-2%	-31%	x
CC(c1ccccc1)N1CCC(CNC(=S)Nc2cccc(Cl)c2)C1 (centres undefined)	-5%	3%	-16%	-10%	3	u	-9%	-11%	-12%
Cc1ccc(C)c(SCC(=O)Nc2cccc(S(=O)(=O)N3CCOCC3)c2)c1	6%	-9%	-5%	x	-6	4%	-5%	-27%	x
Cc1nn2c3ccccc3nc2c2ccccc12	1%	9%	u	-11%	-2	-22%	-6%	-18%	u
O=C(Nc1ccc(Oc2cccc(C(F)(F)F)c2)nc1)c1ccco1	-2%	-6%	-27%	8%	0	168%[activator]	-6%	-20%	-3%
CC1=CCC2C(=O)N(c3nc4ccccc4n3C)C(=O)C2C1 (centres undefined)	-3%	u	u	u	-4	4%	-24%	9%	25µM*
N#Cc1cccc(S(=O)(=O)NCCOc2ccccc2F)c1	-2%	45%[activator]	2%	x	0	-27%	5%	-4%	x
Cc1cc(C(=O)NC2CC(C)(C)Cc3c2cnn3-c2cccc(F)c2)nn1C (centres undefined)	1%	-2%	-7%	-13%	-9	-3%	-9%	1%	19%
O=C(CSc1nnc(Cc2ccccc2)n1-c1cccc(Cl)c1)N1CCOCC1	1%	0%	-12%	-4%	-3	0%	5%	12%	1%
O=C(c1ccco1)N(Cc1cccnc1)c1nc2c(F)cccc2s1	4%	x	15%	u	3&-4	u	-4%[60.1 µM]	-3%	0%
Cc1noc(C)c1COC(=O)[C@@H](NC(=O)c1ccccc1)C(C)C	3%	-11%	-6%	-1%	1	-6%	16%	-14%	-3%
COc1ccc(Nc2cc(NCCCO)c([N+](=O)[O-])c3nonc23)cc1	-5%	19%	6%	-14%	-6	0%	-3%[60.1 µM]	27%	0%
O=C1CN(C(=O)c2cccs2)c2ccccc2N1	8%	2%	5%	1%	-5	-6%	-2%	-40%	3%
CCCCCOC(=O)c1[nH]c2c(c1C)C(=O)CC(c1ccco1)C2 (centres undefined)	3%	5%	-1%	-18%	-3	x	-28%	u	u
CC1=C(C(=O)Nc2ccccc2C)C(c2sccc2C)n2ncnc2N1 (centres undefined)	-14%	x	-7%	9%	-12	-14%	-2%[60.1 µM]	8%	26%
CCCCn1c(-c2ccc(F)c(F)c2)nc2cc3[nH]c(=O)c(C(C)C)nc3cc21	6%	14%	8%	-9%	28	13%	-15%	-24%	0%
CSCCC(NC(=O)c1ccco1)C(=O)N1CCN(C(c2ccccc2)c2ccccc2)CC1 (centres undefined)	12%	-4%	0%	x	-10	-4%	-7%	8%	x
Cc1ccsc1/C=N/n1c(-c2ccccc2)n[nH]c1=S	2%	7%	-6%	-9%	-6	-22%	-20%	u	16%
COc1ccc(OC)c(NC(=O)c2cccc(NC(=O)c3ccccc3C(=O)O)c2)c1	-12%	30%	0%	-6%	-11	7%	-1%	9%	-24%
CCOC(=O)Cc1cc(C(=O)Nc2ccc(Br)cc2)sc1-c1ccc(C)cc1	11%	x	-17%	-2%	2	-8%	0%	-19%	1%
CCS(=O)(=O)C1=NSC2=NC(=O)/C(=C\c3ccc(OC(=O)c4ccco4)c(OC)c3)C(=N)N21	16%	39%	u	-5%	0	u	2%	10%[56.9 µM]	27%
CN(CC(=O)NCc1ccccc1)CC(=O)Nc1ccc(Cl)c(C(F)(F)F)c1	2%	-4%	u	x	0	18%	1%	16%	x
NNC(=O)CN1C(c2ccc(Br)cc2)=Nc2ccc(Br)cc2C1c1ccccc1 (centres undefined)	20%	3%	-19%	-5%	-2	0%	-4%	-51%	7%
Nc1nonc1C(=O)NCCNCc1ccccc1OCc1ccccc1F	6%	7%	-7%	-16%	-2	-13%	-3%	-44%[56.9 µM]	16%
Cc1ccc(NC(=O)c2nc(S(C)(=O)=O)ncc2N(Cc2ccco2)Cc2ccco2)cc1	-4%	x	-27%	-11%	4&-2	u	-5%	-7%	-7%
CS(=O)(=O)N(Cc1ccccc1)c1ccccc1C(=O)N1CCN(c2ccccc2)CC1	-5%	-10%	4%	-13%	0	0%	-8%	-18%	-3%
CCCCc1ccc(Nc2ncccc2C#N)cc1	0%	2%	-17%	-4%	-2	-9%	-12%	4%	-1%
NC(=NCCc1ccccc1)NS(=O)(=O)c1ccccc1F	0%	-4%	-15%	2%	-9	-11%	-10%	-1%	-9%

An excerpt; the hit share may differ from the screen's.
